# Screens: PubChem BioAssay, Sanford-Burnham Center for Chemical Genomics
# TIM10 inh: growth inhibitors of TIM10 yeast strain. inhibition, % at 10 µM. S. cerevisiae TIM10 strain growth, BacTiter-Glo luminescence, 24 h. hit rate 1.4% among 330,000;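 active = inhibition of 40% or more at the single tested concentration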;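 note: wild-type TIM10 isogenic control strain grown at permissive 25 °C; 0% = DMSO yeast wells and 100% = minimal medium wells without yeast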
# mIAP act: mouse IAP activation | activation factor at 10 µM | hit rate 0.24% among 330,000 | muIAP, CDP-Star luminescence, 30 min; active compounds read high; 1 = vehicle-only enzyme signal, 0 = enzyme-free wells;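 active = activation factor of at least 2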; note: the source names both 10 and 20 µM as test concentration; values of inactives mirror those of a sister screen read the other way
#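 Assay system: mouse IAP enzyme / Compound: DMSO-dissolved test compounds / Timing: 30 min, room temperature / Measured by: luminescence from enzymatic CDP-Star hydrolysis / Control set: DMSO-only wells, enzyme-free buffer wells as negative control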
# APOBEC3G inh: inhibitors of human APOBEC3G DNA deaminase; Q9HC16; recombinant A3G, ssDNA deamination FAM/TAMRA fluorescence; inhibition, % at 20 µM; hit rate 0.28% among 330,000; AID 493012;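 active = inhibition of at least 40% at 20 µM, with no more than 30% in the related APOBEC3A deaminase screen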;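 note: plate controls were DMSO wells with A3G for no effect and wells lacking A3G enzyme for full effect; some compounds called inactive have numbers as strong as hits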
# Target sequence (Q9HC16 whole entry, looked up): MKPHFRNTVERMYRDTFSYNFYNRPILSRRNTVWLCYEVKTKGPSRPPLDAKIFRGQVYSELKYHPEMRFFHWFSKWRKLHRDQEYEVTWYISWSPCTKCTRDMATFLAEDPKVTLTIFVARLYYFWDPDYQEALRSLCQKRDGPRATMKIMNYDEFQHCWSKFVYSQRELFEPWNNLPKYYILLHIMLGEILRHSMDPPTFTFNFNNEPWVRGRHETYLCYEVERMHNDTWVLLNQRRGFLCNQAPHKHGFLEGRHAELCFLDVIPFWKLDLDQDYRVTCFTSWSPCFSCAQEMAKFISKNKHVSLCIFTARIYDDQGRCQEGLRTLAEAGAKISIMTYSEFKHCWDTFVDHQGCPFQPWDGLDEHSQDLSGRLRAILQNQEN
# APOBEC3A inh: inhibitors of human APOBEC3A DNA deaminase | recombinant A3A, FAM/TAMRA ssDNA deamination fluorescence | inhibition, % at 20 µM | hit rate 0.41% among 330,000;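 active = at least 40% inhibition at 20 µM here, with at most 30% in a related deaminase screen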;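 note: plate controls were A3A with DMSO for no effect and wells lacking A3A enzyme for full effect; some results filed as inactive read as strong as hits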
# Target sequence (P31941 whole entry, looked up): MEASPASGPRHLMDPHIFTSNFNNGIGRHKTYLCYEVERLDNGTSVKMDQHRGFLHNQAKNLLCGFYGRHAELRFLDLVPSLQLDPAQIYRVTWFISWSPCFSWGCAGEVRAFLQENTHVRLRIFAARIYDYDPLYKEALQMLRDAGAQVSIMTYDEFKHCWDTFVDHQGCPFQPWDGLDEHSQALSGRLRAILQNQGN
# beta cell repl: MIN6 beta-cell proliferation induction; MIN6 cells proliferation, ATPlite luminescence, 48 h; cells starved in 0.2% serum; 100% = growth in 10% serum; proliferation, % at 10 µM; hit rate 0.29% among 330,000;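 active = compounds whose signal lies at least 3.5 SD above the mean of all wells on their plate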;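 note: 0% = DMSO-treated cells in low-serum medium and 100% = 10% serum control; some compounds called inactive have numbers as strong as hits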
# hIAP block: blocks human intestinal alkaline phosphatase; P09923; inhibition, % at 10 µM; AID 2544; purified IAP, CDP-Star luminescence, 30 min; hit rate 0.12% among 330,000;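 active = inhibition reaching a set limit with compound at 10 µM in the primary screen, cut at about 35% in these data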;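 note: plate controls were DMSO wells with enzyme for no effect and no-enzyme buffer wells for full effect; values of inactives mirror those of a sister screen read the other way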
# mIAP inh: blocks mouse intestinal alkaline phosphatase | inhibition, % at 10 µM | purified mouse IAP, CDP-Star luminescence, 30 min | hit rate 0.2% among 330,000;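 active = inhibition of at least 40% at 10 µM in the primary screen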;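 note: plate controls were DMSO with enzyme for no effect and no enzyme wells for full effect; values of inactives mirror those of a sister screen read the other way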
# NLRP3 yeast inh: inhibitors of NALP3 inflammasome in yeast; Yeast reconstituted NLRP3/ASC/caspase-1, beta-gal luminescence, 24 h; inhibition, % at 10 µM; hit rate 0.39% among 330,000; AID 2825;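 active = inhibition of 50% or more; inactive = inhibition below 50%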;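 note: plate controls were induced DMSO wells for no effect and uninduced yeast grown without galactose for full effect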
# tim10-1 inh: tim10-1 yeast growth inhibition; AID 463190; inhibition, % at 20 µM; S. cerevisiae tim10-1 ts strain growth, BacTiter-Glo, 24 h; hit rate 2.2% among 330,000;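 active = inhibition of at least 40%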;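 note: mutant grown at 25 °C; 0% = DMSO wells with yeast and 100% = wells holding no yeast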
# Numbers without * were called inactive.
SMILES,TIM10 inh,mIAP act,APOBEC3G inh,APOBEC3A inh,beta cell repl,hIAP block,mIAP inh,NLRP3 yeast inh,tim10-1 inh
CCOC(=O)CCCCC(=O)c1[nH]c(=O)[nH]c1C[n+]1ccccc1,-7,1,-3,5,-1,-13,-2,12,-1
CN(O)/C=C/C(=O)c1ccc(Br)cc1,10,0.9,-5,-2,-3,-2,10,21,5
O=C(O)/C=C/C(=O)NNC(=O)c1ccc(Cl)cc1Cl,6,0.84,-6,-3,0,-4,16,4,-8
CC(=O)CC(C)=NCCN=C(C)CC(C)=O,-2,1,-6,-2,-1,-14,0,-6,-1
COc1ccc([C@H]2CC(=O)C=C(c3ccc(F)cc3OCc3ccccc3)C2)cc1OC,10,1,-5,-1,-5,19,-4,7,6
CCCC(=O)Nc1ccc2oc(-c3ccncc3)nc2c1,1,1,-7,0,0,2,-2,17,16
Cc1ccc(NC(=S)NCCCN2CCOCC2)cc1,5,0.96,-1,-1,-3,-19,4,9,-9
O=C(N/N=C/C=C\c1cccc([N+](=O)[O-])c1)c1ccccn1,11,0.87,-8,-2,-4,-12,13,17,-10
CCOC(=O)C1=C(CC)OC(N)=C(C#N)C1c1ccc(NC(C)=O)cc1 (stereo not given),2,0.97,-10,-3,-2,7,3,-6,11
CC(C)C(=O)OCCN=C1NS(=O)(=O)c2ccccc21,2,0.98,-4,-2,1,8,2,-2,6
Cc1cccn2c(Nc3ccccc3)c(-c3ccccn3)nc12,4,0.97,-6,0,1,-5,3,-20,-8
CC(=O)N1c2ccc(S(=O)(=O)NCCC(=O)Nc3ccc(F)cc3)cc2CC1C (stereo not given),-6,0.92,-6,1,-1,3,8,4,13
COc1cc(/C=C(/NC(=O)c2ccccc2)C(=O)Nc2ccc(O)cc2)c([N+](=O)[O-])cc1OC,6,0.93,0,2,-2,-8,7,1,8
O=C(NCc1ccccc1Cl)c1ccc2c(=O)n(CCCN3CCCC3=O)c(=S)[nH]c2c1,2,1.1,-3,-1,-3,8,-6,7,9
CC(C)C(C(=O)Nc1ccc2c(c1)OCCOCCOCCOCCO2)N1C(=O)c2ccccc2C1=O (stereo not given),-4,1,-5,-3,0,-18,-2,-9,23
Cc1cc(OCC(O)CN(CCO)CCO)ccc1Cl (stereo not given),-9,1.2,-3,3,1,10,-18,14,-3
CCNc1nc(OC)nc(N(OC)S(=O)(=O)c2ccc(C)cc2)n1,-10,1.1,-3,3,-1,-2,-8,13,3
COCCNC(=O)C(=O)Nc1ccc(Cl)cc1C,-1,1.1,-7,-1,-2,6,-5,28,19
CCOC(=O)/C(C#N)=C/Nc1ccsc1C(C)=O,-8,0.98,0,2,-2,1,2,18,-1
COc1ccc(OCC(=O)N2CCOCC2)cc1,-10,1,-3,-1,2,-9,-2,11,-11
CCOC(=O)C1CCN(C(=O)CCc2ccc(S(=O)(=O)NCC(C)C)cc2)CC1,5,1,-4,0,-3,-35,-3,10,7
O=C(O/N=C1/CCCc2occc21)c1ccc(F)cc1,4,1.1,-11,-2,-3,-1,-12,8,4
CCn1c(SCC(=O)Nc2ccc(NC(C)=O)cc2)nc2c1c(=O)n(C)c(=O)n2C,-17,1,-12,-3,-3,-3,-2,3,-6
COc1ccc(CNC(=O)c2cccc(NC(=O)c3ccccc3)c2)cc1,7,0.95,-8,-2,-2,4,5,1,-3
COc1ccc(S(=O)(=O)Cc2ccc(C(=O)N3CCN(c4ccc(Cl)cc4)CC3)o2)cc1,25,1,1,4,-7,-15,-2,6,46*
# New compounds follow:
SMILES,TIM10 inh,mIAP act,APOBEC3G inh,APOBEC3A inh,beta cell repl,hIAP block,mIAP inh,NLRP3 yeast inh,tim10-1 inh
Cc1ncoc1C(=O)Nc1ncc([N+](=O)[O-])s1,-3,0.77,6,5,-3,-4,23,8,23
Cc1ccc(C)c(C(=O)CN2C(=O)CCC2=O)c1,-4,0.96,-2,-1,-1,13,4,27,-12
COc1ccc(S(=O)(=O)Nc2nc3ccccc3nc2Nc2ccc3c(c2)OCO3)cc1,1,0.88,-9,-1,0,18,12,20,9
Cc1oc2c(cc(NS(=O)(=O)c3ccc(Cl)cc3)c3ccccc32)c1C(=O)O,-5,0.94,0,4,-3,-2,6,13,-2
Cc1cc2c(c(=O)n1Cc1ccccn1)C(C(C)C)C(C#N)=C(N)O2 (stereo not given),2,1.1,-2,-2,3,4,-5,1,18
O=[N+]([O-])c1ccc(O)c(C=Nc2ccc3c(c2)OCO3)c1,16,0.79,-2,2,1,6,21,21,-6
COc1ccc(CCNC(=O)C2CCN(C(=O)c3ccc(F)cc3)CC2)cc1,-1,0.76,-1,-3,0,-11,24,7,11
COc1ccccc1NC(=O)NC1CCCCCCC1,13,1.1,-6,-2,2,-18,-10,15,29
CN(CCOc1ccc(-c2ccn(S(=O)(=O)c3c(Cl)cccc3Cl)n2)cc1)c1ccccn1,3,0.99,1,2,-4,-2,1,13,14
Cc1ccc(C(=O)N/C(=C\c2ccco2)C(=O)NCc2cccnc2)cc1,0,1,4,-2,-1,6,-2,6,7
Clc1ccc(-n2nnnc2-c2ccno2)cc1,20,1,-2,1,-1,-24,0,-10,18
Cc1ccc(CNC(=O)c2ccc(NC(=O)CCS(=O)(=O)c3cccs3)cc2)cc1,-1,0.96,-4,-3,-2,7,4,-2,10
CCn1cc(C(=O)N[C@@H](CCSC)C(=O)NCCCOC)c(=O)c2cc3c(cc21)OCO3,-9,1.1,-8,-2,-2,14,-6,8,4
CCOC(=O)CNC(=O)C1(c2ccccc2)CCCC1,-5,1,-2,2,-2,-27,-1,1,18
CC(C)CNc1oc(-c2ccc(F)cc2)nc1C#N,-13,1.1,-9,-4,0,-14,-11,27,6
Cc1ccc(CN(C(=O)c2cc(=O)c3cc(Cl)c(C)cc3o2)C2CCS(=O)(=O)C2)cc1 (stereo not given),21,0.98,-8,-6,4,-5,2,18,36
CN(C)c1nc(Oc2ccc(N)cc2)nc(N(C)C)n1,10,0.89,1,-1,-3,-99,11,15,19
COc1ccc(NC2=NCC(=O)N2c2ccccc2F)c(OC)c1,3,0.97,-4,-2,-3,-4,3,5,2
Cc1ccc(NC(=S)N2CCN(S(=O)(=O)c3c(F)cccc3F)CC2)cc1C,1,1.1,-13,-2,-2,-7,-10,23,5
Cn1c(SCC(=O)N2CCc3ccccc3C2)nnc1-c1cccs1,-5,1,-8,-8,0,-2,-2,7,33
COc1cccc(C2NC(=O)CCC2[N+](=O)[O-])c1OC (stereo not given),-9,0.97,-6,-1,-3,-21,2,10,8
CC1CCCC(C)N1CCCNC(=O)CN1C(=O)COc2ccc(S(=O)(=O)N3CCOCC3)cc21 (stereo not given),-3,1,-4,-3,0,-7,-1,14,-3
COc1cc(CN2CCCC(C(=O)N3CCc4ccccc4C3)C2)cc(OC)c1OC (stereo not given),5,0.97,-4,-3,-3,-16,3,5,13
Cc1ccc(C=Nc2cccnc2N)cc1,-2,0.89,-6,-6,0,23,11,12,-4
O=S(=O)(c1ccc(F)cc1)N1CCCC(CO)C1 (stereo not given),-8,1.1,10,-1,2,6,-13,12,-3

# The closing three entries of the part above come first, to join the parts:
SMILES,TIM10 inh,mIAP act,APOBEC3G inh,APOBEC3A inh,beta cell repl,hIAP block,mIAP inh,NLRP3 yeast inh,tim10-1 inh
COc1cc(CN2CCCC(C(=O)N3CCc4ccccc4C3)C2)cc(OC)c1OC (stereo not given),5,0.97,-4,-3,-3,-16,3,5,13
Cc1ccc(C=Nc2cccnc2N)cc1,-2,0.89,-6,-6,0,23,11,12,-4
O=S(=O)(c1ccc(F)cc1)N1CCCC(CO)C1 (stereo not given),-8,1.1,10,-1,2,6,-13,12,-3
O=C1c2ccccc2-c2cccnc21,5,0.97,0,1,0,5,3,0,7
CCOc1ccc(S(=O)(=O)N2CCC(C(=O)N3CCOCC3)CC2)cc1C,-9,1.2,4,3,0,6,-20,16,20
COc1nc(C)c2cc(C)oc2n1,-3,0.99,-5,0,2,7,1,2,4
Cc1ccc(-c2nc(Nc3ccc(N4CCOCC4)cc3)c3ccccc3n2)cc1,22,0.89,13,2,-4,8,11,35,31
CCn1nc(C(=O)OCC(=O)c2ccc3c(c2)OCCO3)c2ccccc2c1=O,19,1,-4,0,-1,-6,0,-3,13
CN(C[C@H](Cc1ccccc1)N(C[C@@H](CC1CCCCC1)N(CCc1ccccc1)N=O)N=O)N=O,1,0.97,2,8,-3,-1,3,12,2
Cc1cc2c(sc3ccccc32)c(C)n1,15,0.94,-1,5,4,0,6,24,20
Cc1cc(C)c(NC(=O)CSc2nc3c(c(=O)n2C)SC(C)C3)c(C)c1 (stereo not given),-4,1,-8,0,-3,0,-5,6,-33
Cc1cc(C(=O)NCCCn2ccnc2)cs1,6,0.85,-2,-1,2,-44,15,-3,4
CSc1nc2ccccc2n1C(=O)Oc1ccccc1,3,1,-3,-3,-3,-1,-2,0,25
O=C(CN1CCN(c2cccc(C(F)(F)F)c2)CC1)N(C1CCCC1)C1CCS(=O)(=O)C1 (stereo not given),12,1,-4,4,-2,20,-3,15,0
O=C(NC1CCS(=O)(=O)C1)c1ccc2c(c1)OCO2 (stereo not given),1,0.96,-5,-1,0,1,4,8,-5
Cc1ccc(N(CC(=O)NCCc2ccccc2)C(=O)CCC(=O)Nc2cc(C)ccn2)cc1,2,1.1,-7,-1,3,18,-6,4,3
Cn1c(C(=O)N[C@@H](Cc2ccccc2)C(=O)O)cc2cc(Cl)ccc21,-1,1,-6,-2,-5,0,-1,0,16
CC(c1nc2scc(-c3ccccc3)c2c(=O)[nH]1)N1CCN(CC(=O)NC2CC2)CC1 (stereo not given),0,0.98,-3,-1,-3,-12,2,12,-6
O=c1[nH]n2c(=O)c3c([nH]c2c1N=Nc1cccc(C(F)(F)F)c1)CCCC3,6,0.75,-9,2,-3,-22,25,16,31
CCOc1cc(N2CCOCC2)c(OCC)cc1NC(=O)CSc1nc(N)cc(=O)[nH]1,-2,1.1,-7,-3,1,7,-5,1,-13
C/C(=N\OCC(=O)Nc1ccc(F)c(F)c1F)c1cc2ccccc2o1,8,0.91,-2,-4,1,12,9,23,30
O=C1CC(SC2=NCCS2)C(=O)N1c1ccc(Br)cc1 (stereo not given),15,0.99,-6,3,-3,7,0,-6,21
CNC(=O)NC(=O)CN1C(=O)NC2(CCOc3ccccc32)C1=O (stereo not given),-5,1,-8,-5,0,5,0,6,0
Cc1ccc(SCC(=O)OC(C)C(=O)NCc2ccccc2)cc1C (stereo not given),7,0.96,-5,2,4,6,4,6,5
Cc1ccccc1N(CC(=O)NCCc1ccccc1)C(=O)c1ccc(N2CCCC2)nc1,27,1,-1,-2,0,16,-2,2,20
O=c1c[n+]([O-])c2ccccc2n1OCc1c(F)cccc1F,26,1.1,0,0,0,4,-8,18,17
Cc1ccnc(NC(=O)C2CC(=O)N(Cc3ccccc3)C2)c1 (stereo not given),7,0.92,0,-1,-1,2,8,1,0
Cc1nc(Nc2cc(F)ccc2C)c2nnn(Cc3ccccc3)c2n1,6,0.95,-2,-3,1,4,5,27,19
O=C(O)CC(CC(=O)Nc1nncs1)c1ccccc1 (stereo not given),0,1,1,0,0,18,-4,10,1
CCOC(=O)C1=C(C)Nc2sc(C(=O)c3ccc(OC)cc3)c(N)c2C1c1ccc(C(=O)OC)cc1 (stereo not given),-6,1,-10,-4,0,-2,0,-8,22
O=S(=O)(c1ccc(Br)s1)N1CCN(CCc2ccccc2)CC1,17,0.96,-4,-2,-2,6,4,61*,34
Clc1ccc(CN=C(Nc2ccccc2)NC2CCCCC2)cc1,-6,1.3,1,0,-6,-36,-29,16,-7
